# Assay outcomes: PubChem BioAssay, National Center for Advancing Translational Sciences (NCATS)
# AMA1 RON2 block = qHTS for Inhibitors of AMA1-RON; Towards Development of Antimalarial Drug Lead: Primary Screen | Plasmodium falciparum AMA1 (3D7) - RON2 peptide interaction | AlphaScreen AMA1-biotinylated RON2 peptide binding | Potency, µM (series often up to 58.2 µM), inactives show at the highest dose activity change, negative = inhibition, actives largely listed as inhibitors | 0.2% of 360,000 active | AID 720542, 2013;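 further: potency means the concentration at half of the fitted maximal effect; 0% = vehicle wells and -100% = peptide control; nearly all actives have a fitted effect of over 45% in size; some results filed as inactive show a strong effect at the top dose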
#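 AMA1 (3D7) with his tag at 25 nM final met compounds first, then biotinylated RON2 peptide at 25 nM; detection used donor plus acceptor beads, 10 µg/mL apiece, read by AlphaScreen after 30 min at room temperature.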
# HCMV inh = qHTS Assay for inhibitors of the human cytomegalovirus (HCMV) | AID 1259415, 2018 | 4.5% of 410,000 active | activity change, negative = inhibition, % at 57.5 µM | HFF cells, HCMV-luciferase reporter, 72 h; stronger effect = lower value; in the data active means activity change below about -60%; inconclusive means no clear call, values can overlap the other calls; inactive means above about -39%
#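 Two-dose cell screen: HFF monolayers treated with compounds and infected with luciferase-expressing HCMV at 1 PFU/cell, 72 h at 37C, then lysed for luciferase measurement.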
# AmpC no deterg = qHTS Inhibitors of AmpC Beta-Lactamase (assay without detergent); P00811; AmpC nitrocefin hydrolysis, absorbance 480 nm, 0.0001% Triton; Potency, µM (top dose mostly 57.1 µM), for inactives: at the top dose activity change, negative = inhibition, usual class: inhibitors; 0.52% of 330,000 active; AID 485341, 2010;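 further: potency means the concentration at half of the fitted maximal effect; plate controls were no compound for no effect and no enzyme for full effect; nearly all actives have a fitted effect of over 20% in size; some results filed as inactive show a strong effect at the top dose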
# Target sequence (P00811 whole entry, looked up): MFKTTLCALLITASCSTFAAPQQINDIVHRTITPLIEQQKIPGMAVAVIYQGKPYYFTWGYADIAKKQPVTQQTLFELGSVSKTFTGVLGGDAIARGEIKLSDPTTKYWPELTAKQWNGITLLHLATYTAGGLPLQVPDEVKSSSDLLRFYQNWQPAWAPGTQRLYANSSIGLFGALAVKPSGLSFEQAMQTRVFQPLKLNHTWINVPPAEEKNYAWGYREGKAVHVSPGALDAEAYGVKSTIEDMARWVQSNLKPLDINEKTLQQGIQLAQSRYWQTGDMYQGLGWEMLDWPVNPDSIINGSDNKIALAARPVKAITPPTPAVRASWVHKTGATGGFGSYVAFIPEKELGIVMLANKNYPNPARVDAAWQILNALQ
#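 20 mM phosphate pH 7.0 + 0.01% (detergent screen) or 0.0001% Triton X-100; 5.3 nM AmpC reagent; cpd preinc 15 min RT; nitrocefin (800 uM stock) to start; A480 q20 s × 4 min; Activity was normalised to no-enzyme and no-compound control wells.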
# HCV inhibitor = qHTS Assay for Inhibitors of Hepatitis C Virus (HCV); 3.4% of 340,000 active; Huh7.5.1 HCVcc-Cre infection, luciferase reporter, 44 h; Potency, µM (titrated, usually from 41.8 µM), for inactives: at the highest dose activity change, negative = inhibition, usual class: inhibitors; further: potency means the concentration at half of the fitted maximal effect
#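 Cells (1,000/well) were plated 4 h before compound, then infected with HCVcc-Cre virus (~0.5 moi). After 44 h further culture, infection was read as luciferase luminescence following a 15 min substrate incubation at room temperature.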
# TbPYK inhibitor = qHTS of Trypanosoma Brucei Inhibitors. pyruvate kinase (Trypanosoma brucei), Q57TT1. TbPYK enzyme, Kinase-Glo Plus ATP luminescence, 45 min. Potency, µM (series often up to 76.8 µM), inactives show at the highest dose activity, negative = inhibition, most hits filed as inhibitors. 0.12% of 410,000 active. AID 624173, 2012; further: potency means the concentration at half of the fitted maximal effect; nearly all actives have a fitted effect of over 50% in size
#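 Assay buffer: 50 mM TEA pH 7.2, 100 mM KCl, 10 mM MgCl2, 0.05% BSA, 0.01% Tween-20. Pyruvate kinase from T. brucei plus substrate met compound, then ADP (130 uM final). Luminescence was read post 45 min RT.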
# AmpC inh detg = qHTS Inhibitors of AmpC Beta-Lactamase (assay with detergent). Potency, µM (titrated, usually from 114 µM), for the others: top-dose activity change, negative = inhibition, actives largely listed as inhibitors. 0.041% of 370,000 active. AmpC hydrolysis of nitrocefin, absorbance 480 nm, 0.01% Triton;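 further: potency means the concentration at half of the fitted maximal effect; 0% = no-compound wells and -100% = no-enzyme wells; nearly all actives have a fitted effect of over 25% in size; some results filed as inactive show a strong effect at the top dose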
#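 20 mM phosphate pH 7.0 + 0.01% (detergent screen) or 0.0001% Triton X-100; 5.3 nM AmpC reagent; cpd preinc 15 min RT; nitrocefin (800 uM stock) to start; A480 q20 s × 4 min; Activity was normalised to no-enzyme and no-compound control wells.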
# LmPK inh = qHTS Assay for Inhibitors of Leishmania Mexicana Pyruvate Kinase (LmPK); purified LmPK, Kinase-Glo ATP luminescence, 1 h; Potency, µM (doses to about 57.5 µM), for inactives: top-dose activity change, negative = inhibition, most hits filed as inhibitors; 0.37% of 290,000 active; AID 1721, 2009; further: potency means the concentration at half of the fitted maximal effect
# Target sequence (Q27686 whole entry, looked up): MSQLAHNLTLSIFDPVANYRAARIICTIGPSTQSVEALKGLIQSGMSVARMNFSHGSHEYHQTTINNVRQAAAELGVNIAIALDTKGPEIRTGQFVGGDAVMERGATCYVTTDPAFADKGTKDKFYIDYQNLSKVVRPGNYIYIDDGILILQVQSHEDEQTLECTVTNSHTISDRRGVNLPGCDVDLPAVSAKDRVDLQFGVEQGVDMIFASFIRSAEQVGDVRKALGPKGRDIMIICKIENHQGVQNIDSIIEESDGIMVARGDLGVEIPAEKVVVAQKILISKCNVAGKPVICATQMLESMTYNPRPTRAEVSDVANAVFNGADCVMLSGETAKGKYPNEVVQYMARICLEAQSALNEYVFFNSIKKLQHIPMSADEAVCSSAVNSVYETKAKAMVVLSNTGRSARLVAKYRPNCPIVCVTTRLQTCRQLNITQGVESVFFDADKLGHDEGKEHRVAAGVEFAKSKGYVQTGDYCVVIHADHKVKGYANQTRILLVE
#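 Purified LmPK (0.1 nM) converted ADP (0.1 mM) to ATP with PEP (0.5 mM) in imidazole buffer pH 7.2 with KCl and MgCl2, 1 h at room temperature. ATP was read by Kinase-Glo luminescence; data normalized to uninhibited and no-enzyme controls.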
# Numbers without * were called inactive; u = inconclusive; x = not tested or not shown; & = joins results of further samples; [ ] = remark or other dose. Unless noted, the call rests on the fitted dose curve; in most records, active means well fitted curve in the direction sought with a large enough effect; inconclusive means small, poorly fitted or top-dose-only effect, or another doubt; inactive means no such curve, though single readings can be large; an effect the other way counts as inactive or inconclusive. Unless noted, on the % scale 0 is the no-effect control and ±100 the full control effect. The order is random; overall some 7.5% were active at least once.
structure	AMA1 RON2 block	HCMV inh	AmpC no deterg	HCV inhibitor	TbPYK inhibitor	AmpC inh detg	LmPK inh
COc1ccc(C2C(C#N)=C(N)Oc3cc4c(cc32)OCO4)cc1 (stereo not drawn)	12%	-9	-1%	-8%	4%	0%	4%
N#C/C=C/C(=C\Nc1ccc(Cl)cc1)S(=O)(=O)c1ccccc1	14%	u	-25%	18%	-5%	-5%	0%
Cc1cc(NC(=O)Cn2nc(C(=O)O)c3ccccc3c2=O)ccc1Br	-3%	34	-15%	9%	0%	-5%	10%
Oc1ccc2ccccc2c1N=Nc1ccccc1F	10µM*	0	-18%	u	0%	4%	-5%
CSc1ccccc1C(=O)N1CCN(c2cccc(Cl)c2)CC1	3%	48	41%	u	5%	4%	1%
Cc1nccn1CCCNC(=O)C1CCC(=O)N(Cc2ccccc2F)C1 (stereo not drawn)	-9%	-36	-2%	23%	-2%	2%	2%
CC(C)C1C(=O)N(Cc2cn(CCC3OCCO3)nn2)CCS(=O)(=O)N1Cc1ccc(-c2ccc(F)cc2)cc1 (stereo not drawn)	0%	1	x	x	-4%	x	x
O=C(CCc1nnc(C2(c3ccc(Cl)cc3)CCC2)o1)NCCCn1cccn1	0%	39	83%[activator]	9%	-1%	-3%	-13%
Cc1ccc(NC(=O)c2nsc(Cl)c2Cl)cc1	-3%	171	-13%	4%	1%	-5%	-11%
c1cncc(-c2cn(C[C@H]3CC[C@H](Cn4cc(-c5cccnc5)nn4)O3)nn2)c1	-1%	-12	-7%	-8%	3%	x	x
Cc1noc(C)c1NC(=O)N(C)C[C@@H]1Oc2c(NC(=O)NC(C)C)cccc2C(=O)N([C@@H](C)CO)C[C@@H]1C	4%	14	-14%	15%	5%	x	x
O=C(CN1C(=O)C2C3C=CC(C3)C2C1=O)OCC(=O)c1ccc(Cl)cc1 (stereo not drawn)	-3%	-1	10%	7%	0%	-4%	-11%

# The list goes on.
structure	AMA1 RON2 block	HCMV inh	AmpC no deterg	HCV inhibitor	TbPYK inhibitor	AmpC inh detg	LmPK inh
Cn1c(/N=C/c2c[nH]c3ccccc23)nc2ccccc21	-3%	82	-2%	2%	3%	u	-18%
Cc1cc(Br)ccc1NC(=O)CN(C)C(=O)CSC(=S)N1CCCC1	-16%	-12	-11%	2%	5%	8%	x
NC(=S)N/N=C/c1cc([N+](=O)[O-])ccc1Cl	98%[activator]	10	-33%	-8%	5%	-5%	-1%
O=c1cc(N2CCN(c3ccccc3Cl)CC2)[nH]c(=O)n1Cc1ccc(F)cc1	-5%	-30	-23%	-30%	-2%	6%	1%
O=C(NC1CCCCC1)C(c1ccco1)N(C(=O)c1csnn1)C1CCCC1 (stereo not drawn)	19%	1	31%	-13%	-17%	-1%	3%
Cc1cccc(Nc2nc(-c3sc(C)nc3C)cs2)c1	u	22	-8%	2.8µM*	-6%	u	-2%
CC(=O)c1cnc2c(C(=O)O)cnn2c1C	-10%	-27	-15%	8%	3%	-6%	-13%
COc1ccc(-n2c(SCC(N)=O)nnc2-c2ccco2)cc1	0%	-37	-6%	5%	-7%	0%	0%
CCOC(=O)c1ccc(NC(=O)NCCc2cnc[nH]2)cc1	12%	56	-18%	0%	-20%	-16%	-3%
Cc1ccc(S(=O)(=O)N(C)C)cc1NC(=O)CSc1nnnn1-c1ccc(O)cc1	6%	-11	-52%	-19%	-4%	5%	7%
C[C@H]1COC(=O)[C@@H](CC(=O)OC(C)(C)C)C/C=C\C[C@@H](CC(=O)N(CCO)Cc2ccccc2)C(=O)N1	14%	-2	187%[activator]	-4%	1%	x	x
Cc1nn(CC(=O)N2CCN(c3ccccc3)CC2)c(=O)c2cc3cc(F)ccc3n12	x	12	x	x	0%	13%	x

# (more compounds)
structure	AMA1 RON2 block	HCMV inh	AmpC no deterg	HCV inhibitor	TbPYK inhibitor	AmpC inh detg	LmPK inh
C=CCOc1cccc(C2/C(=C(\O)c3ccc4c(c3)OCCO4)C(=O)C(=O)N2Cc2cccnc2)c1 (stereo not drawn)	-1%	-15	-17%	4%	-5%	-1%	0%
CN(C)CCC(=O)N1c2ccccc2Sc2ccc(Cl)cc21	-5%	u	53%	6.3µM*	-3%	4%	0%
COc1cccc(-c2c(C(=O)N/N=C/c3ccc(C)s3)nnn2-c2nonc2N)c1	13%	-10	-31%	12%	-8%	-12%	5%
C=CCn1c(SCC(=O)N(CC)C2CCS(=O)(=O)C2)nc2cc(C(=O)O)ccc2c1=O (stereo not drawn)	16%	-39	-8%	u	-1%	-5%	x
COc1cc(C=C2C(=O)OC(c3ccccc3)OC2=O)cc(Br)c1O (stereo not drawn)	-4%	3	-15%	15%	4%	1%	7%
CCSC1=NC2(CCN(C(=O)NC3CCCCC3)CC2)N=C1c1ccc(Cl)cc1	x	5	x	x	2%	3%	x
Cc1cccc(C=Nc2ccc3c(c2)oc2ccccc23)c1O	-23%	45	-6%	11%	1%	2%	-9%
CCCOc1ccc(-c2nn(-c3ccccc3)cc2C2NC(=O)NC(C)=C2C(=O)OC)cc1 (stereo not drawn)	x	19	x	x	-6%	-7%	x
CCOc1ccccc1NC(=S)N(CCC(C)C)C1CCN(C(C)=O)CC1	15%	-33	73%[activator]	9%	-1%	0%	-7%
O=S(=O)(Nc1ccc(Cl)cn1)c1cccc(S(=O)(=O)c2ccccc2)c1	12%	11	-37%	23%	-6%	1%	1%
CCOC(=O)C1CCCN(c2nc3c(S(=O)(=O)c4ccc(C)c(C)c4)nnn3c3ccc(Cl)cc23)C1 (stereo not drawn)	x	6	x	x	1%	21%	x
CC(C)COC(=O)C(C#N)c1nc2ccccc2nc1N1CCN(Cc2ccccc2)CC1 (stereo not drawn)	-20%	31	-25%	-19%&-7%	0%	u	4%

# The listing continues.
structure	AMA1 RON2 block	HCMV inh	AmpC no deterg	HCV inhibitor	TbPYK inhibitor	AmpC inh detg	LmPK inh
CCN(CC)C(=O)Nc1ccc(C(=O)OC)cc1	-3%	13	-12%	-2%	-7%	1%	1%
O=C(CN1CCOCC1)NCCC12CC3CC(CC(C3)C1)C2	4%	8	44%	9%	8%	1%	-4%
COc1ccc(N2CCN(C(=O)CN(Cc3ccccc3)S(C)(=O)=O)CC2)cc1	-7%	-5	67%[activator]	5%	1%	5%	0%
Cc1cc(N2CCC(C)CC2)nc2ccc(NC(=O)Cc3c(F)cccc3Cl)cc12	x	-28	x	x	0%	0%	x
Cc1ccc(S(=O)(=O)NC(C)C(=O)NCc2ccc(Cl)cc2)cc1 (stereo not drawn)	-2%	-4	x	-27%	1%	x	x
CCC1=C(OC(=O)N(CC)CC)N2C(=O)OC(=NCC(=O)OC)[C@]2(C)[C@H]2C1=CC[C@H]1C(=O)NC(=O)[C@H]12	7%	-11	45%	9%	-1%	-6%	-1%
CCOC(=O)[C@]12CCCC=C1N(Cc1ccc3c(c1)OCO3)C(=O)[C@H](CC(=O)N1CCOCC1)C2	11%	-7	x	x	4%	x	x
Cc1cc(NC(=O)CCC(=O)N(c2ccccc2)C(C(=O)NC2CCCC2)c2ccccc2)no1 (stereo not drawn)	-11%	-3	3%	-6%	0%	-11%	1%
CCN(Cc1ccccc1)S(=O)(=O)c1ccc(F)c(C(=O)Nc2cc(C(F)(F)F)ccc2Cl)c1	x	-9	x	x	5%	-4%	x
COc1cccc(NC(=O)CCCn2c(=S)[nH]c3ccccc3c2=O)c1	75%[activator]	u	-53%	-16%	x	-7%	11%
CCc1ccc(C2NC(C(=O)O)CS2)cc1 (stereo not drawn)	x	x	0%	x	x	-3%	7%
O=[N+]([O-])c1ccccc1CNC1CCCc2ccccc21 (stereo not drawn)	13%	13	-22%	19%	-18%	u	2%

# Continuation.
structure	AMA1 RON2 block	HCMV inh	AmpC no deterg	HCV inhibitor	TbPYK inhibitor	AmpC inh detg	LmPK inh
Cc1ccc(Oc2ncccc2NC(=O)CCCC(=O)O)c2c1CCC2	-6%	55	-3%	4%	2%	-3%	0%
Cc1c(O)c(C)c2c(c1O)C(=O)C[C@@H](c1ccccc1)O2	-1%	-14	-34%	-2%	2%	7%	x
O=C(NC1CC2CCC(C1)N2C(=O)NCc1ccccc1)NC12CC3CC(CC(C3)C1)C2 (stereo not drawn)	-5%	-3	-1%	3%	-5%	1%	-1%
COc1cccc(COc2ccccc2C2Nc3ccc(Br)cc3C(=O)N2NC(=O)c2ccncc2)c1 (stereo not drawn)	42%[activator]	-17	25%	u	-14%	-1%	-1%
S=c1nc2ccccc2c2nc(-c3ccccc3Cl)[nH]n12	104%[activator]	12	-34%	-10%	1%	-3%	-2%

# Some of the entries so far, with values under each structure.
# The line under a structure holds: AMA1 RON2 block	HCMV inh	AmpC no deterg	HCV inhibitor	TbPYK inhibitor	AmpC inh detg	LmPK inh
CCC1=C(OC(=O)N(CC)CC)N2C(=O)OC(=NCC(=O)OC)[C@]2(C)[C@H]2C1=CC[C@H]1C(=O)NC(=O)[C@H]12
 : 7%	-11	45%	9%	-1%	-6%	-1%
CCOC(=O)[C@]12CCCC=C1N(Cc1ccc3c(c1)OCO3)C(=O)[C@H](CC(=O)N1CCOCC1)C2
 : 11%	-7	x	x	4%	x	x
Cc1cc(NC(=O)CCC(=O)N(c2ccccc2)C(C(=O)NC2CCCC2)c2ccccc2)no1 (stereo not drawn)
 : -11%	-3	3%	-6%	0%	-11%	1%
CCN(Cc1ccccc1)S(=O)(=O)c1ccc(F)c(C(=O)Nc2cc(C(F)(F)F)ccc2Cl)c1
 : x	-9	x	x	5%	-4%	x
COc1cccc(NC(=O)CCCn2c(=S)[nH]c3ccccc3c2=O)c1
 : 75%[activator]	u	-53%	-16%	x	-7%	11%
CCc1ccc(C2NC(C(=O)O)CS2)cc1 (stereo not drawn)
 : x	x	0%	x	x	-3%	7%
O=[N+]([O-])c1ccccc1CNC1CCCc2ccccc21 (stereo not drawn)
 : 13%	13	-22%	19%	-18%	u	2%
Cc1ccc(Oc2ncccc2NC(=O)CCCC(=O)O)c2c1CCC2
 : -6%	55	-3%	4%	2%	-3%	0%
Cc1c(O)c(C)c2c(c1O)C(=O)C[C@@H](c1ccccc1)O2
 : -1%	-14	-34%	-2%	2%	7%	x
